S3 lipid droplet: qHTS Assay for Lipid Storage Modulators in Drosophila S3 Cells; Drosophila S3 cells, BODIPY lipid droplet fluorescence, 18-24 h; cells fed with added oleic acid; lipid storage change, negative = inhibition, % at the top dose, mostly 46.1 µM; hits show Potency in µM; actives 0.64% (n = 320,000); AID 2685; active = well fitted inhibition curve with a large enough effect in the signal ratio, with a control signal flat, not every such curve was filed as active; inconclusive = small, poorly fitted or top-dose-only effect, or effect the other way, or a change in a side signal; the % refers to the signal ratio
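Drosophila S3 cells loaded with oleic acid (400 uM, as added) and compounds at several concentrations; lipid droplets imaged by 488-nm laser-scanning cytometry, 500–530 nm intensity and object ratio to cell channel. Percent activity normalized to 20 uM Triacsin C.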
S3 lipid droplet cell count max: recorded beside S3 lipid droplet, whose call it bears; cell number change, %; measured here: cell count max response;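 cells counted by Cell Tracker Red CMTPX staining in the red channel; peak over a dose series mostly up to 46.1 µM; percent activity relative to internal control wells on each plate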
The depositor's hits bear a star; i = inactive; u = inconclusive; x = no result given; [ ] = remark or other dose. % is scaled to controls: 0 for no effect and ±100 for the full control effect; potency is read from the fitted curve at half-maximal effect.

The line under a structure holds: S3 lipid droplet cell count max, S3 lipid droplet
- CC(C)[C@H](NC(=O)[C@@H]1CSCN1C(=O)OC(C)(C)C)C(=O)NCC1CCC(C(=O)O)CC1 (some centres not stated)
→ -10, u
- Cn1c(C(=O)O)cnc1Sc1ncc(C(F)(F)F)cc1Cl
→ x, u
- Cc1cccc(C)c1NC(=S)NC1CCCCC1
→ 0, 0%
- Nc1c(-c2ccc(Cl)cc2)cnn1-c1cccc([N+](=O)[O-])c1
→ 11, -8%
- COc1cc(C(=S)N2CCOCC2)cc(OC)c1OC(=O)c1ccccc1[N+](=O)[O-]
→ x, u
- CCOC(=O)c1cnn(-c2ccc(Cl)cc2)c1C1CCN(C(=O)OC(C)(C)C)CC1
→ x, u
- CC(=O)Nc1nc(C)c(Oc2ccc(C)cc2)c(=O)[nH]1
→ -2, 0%
- O=C(N/N=C1\C2CN3CCN(C2)CC1(c1ccccc1)C3)c1ccc(F)cc1
→ 8, 10%
- Cc1cccc(-c2ncc(S(=O)(=O)C(C)(C)C)c(N)n2)c1
→ 4, 0%
- Cc1c(N=Cc2cc3c(cc2Cl)OCO3)c(=O)n(-c2ccccc2)n1C
→ x, u
- CCOC(=O)c1sc(NC(=O)CSc2n[nH]c(C)n2)nc1C
→ -15, -4%
- Cc1ccc(NC(=O)CSc2nc3ccc(Nc4nc(N5CCOCC5)nc(N5CCOCC5)n4)cc3s2)cc1
→ x, u
- O=C(Cc1ccccc1)Nc1ccccc1Oc1ccccc1
→ x, u
- CCCCCCCN(C(=O)CCl)c1cccc(C)c1
→ x, u
- CC(=O)NCc1ccc(C(=O)CSc2nnc(C3CC3)n2C2CC2)cc1
→ -16, 7%
- CC1CC1C(=O)OCC(=O)NNC(=O)COc1ccc(Br)cc1 (configuration not stated)
→ x, u
- CCOc1ccc(C(C)NC(=O)Cc2ccccc2)cc1OCC (configuration not stated)
→ x, u
- CCC1(C)Cc2c(sc3nc4n(c(=O)c23)CCS4)CO1 (configuration not stated)
→ x, u
- Cc1sc2nc(CN3CCOCC3)nc(NS(=O)(=O)c3cc(Cl)ccc3Cl)c2c1C
→ x, u
- CCSC1=C(C#N)C(c2ccc3c(c2)OCO3)C2=C(CCCC2=O)N1 (configuration not stated)
→ 9, 2%
- O=C(CN1C(=O)NC2(CCCc3ccccc32)C1=O)NCc1cccs1 (configuration not stated)
→ x, u
- Cc1n[nH]c(=O)c2c(NC(=O)CSc3ccccc3Cl)oc(C)c12
→ x, u
- COCCNc1nnc(SCC(=O)NNC(=O)c2ccc([N+](=O)[O-])cc2)s1
→ 18, 9%
- CC(Sc1nc2ccccc2[nH]1)C(=O)O (configuration not stated)
→ x, i
- O=C1C2C3C=CC(C4CC34)C2C(=O)N1/N=C/c1ccc(-c2ccc(F)cc2[N+](=O)[O-])o1 (configuration not stated)
→ x, i
- Cc1ccc2nc(-c3ccncc3)cc(C(=O)Nc3ccc(OC(F)F)cc3)c2c1
→ -24, -5%
- O=C1C(=O)c2ccccc2C(O)=C1C1CCC(c2ccc(Cl)cc2)CC1 (configuration not stated)
→ -0.7*, 4.1µM*
- Fc1ccc(-c2csc3ncnc(N4CCc5ccccc5C4)c23)cc1
→ x, 29%
- CCCCN(C)CCNC(=O)c1cc2c(-c3ccccc3F)nn(C)c2s1
→ 20, i
- O=S(=O)(Nc1nc2ccccc2nc1NCC1CCCO1)c1ccccc1 (configuration not stated)
→ x, u
- O=C(CSc1ncnc2nc[nH]c12)Nc1ccccc1C(F)(F)F
→ -29, -18%
- O=C1CCc2cc(S(=O)(=O)Nc3ccccc3F)cc3c2N1CCC3
→ -19, i[0.0737 µM]
- Cc1c(C)c2ccc(OCC(=O)NC3CCN(Cc4ccccc4)CC3)cc2oc1=O
→ x, u
- O=C(CNC(=O)C(c1ccccc1)c1ccccc1)N/N=C/c1cccnc1
→ 9, -4%
- Cc1cccc(/C=N/n2c(-c3cc(-c4ccccc4)n[nH]3)n[nH]c2=S)c1
→ x, u
- Cc1cccc(C(=O)NNC(=O)c2ccc(S(=O)(=O)N3CCOCC3)cc2)c1
→ x, u
- Cc1nn(C(C)C(=O)NCCCN2CCCC2)c(=O)c2nn(-c3ccccc3)c(C)c12 (configuration not stated)
→ x, i
- Cc1cc(C)c(S(=O)(=O)N2CCCCC2CCNC(=O)C(=O)NCc2ccco2)c(C)c1 (configuration not stated)
→ x, u
- CC(C)C1S/C(=N/N=C/c2cccs2)NC1=O (configuration not stated)
→ -20, -15%
- Cc1nnc(SCc2nc3ccccc3nc2C)s1
→ x, u
- CC(C)NC(=O)COc1coc(CN2CCN(c3ccccc3F)CC2)cc1=O
→ -29, i
- Clc1ccc(OCCN2CCOCC2)cc1Cl
→ x, u
- CSc1nc2ccc3nc(NC(=O)c4ccccc4)sc3c2s1
→ x, u
- CC(Sc1ccc(Cl)cc1)C(=O)NCc1ccc2c(c1)OCO2 (configuration not stated)
→ x, u
- Cc1cccc(C(=O)Nc2ccc(C(=O)/C=C/c3ccncc3)cc2)c1
→ -3.7*, 6.5µM*
- Cc1cc([N+](=O)[O-])ccc1NC(=O)C1CCCO1 (configuration not stated)
→ 0, 2%
- Cc1cc(C)nc(Nc2n[nH]c(COc3cccc4ccccc34)n2)n1
→ x, u
- O=C1CC(c2ccc3c(c2)OCCO3)Oc2ccccc21 (configuration not stated)
→ 8, 10%
- CCOC(=O)C1CCCN(CC(=O)c2ccc(F)cc2)C1 (configuration not stated)
→ x, u
- Cc1cc(C(=O)NC2CCCC2)c2ccccc2n1
→ x, u
- CCOC(=O)C1=C(C)N(CC)C(=S)NC1c1ccccc1OC(F)F (configuration not stated)
→ 2, 14%
- CCOc1ccc(N=C2Sc3nc4ccc(C)cc4cc3CN2CCOC)cc1
→ -13, -11%
- O=C(CSCc1ccc(Cl)cc1)NN=C1CCCC1
→ x, u
- O=C(NCC(c1ccco1)N1CCCCC1)c1ccc(S(=O)(=O)Nc2ccccc2)cc1 (configuration not stated)
→ 14, 0%
- O=C(O)CCC(=O)Nc1ccc(S(=O)(=O)N2CCCC2)cc1
→ x, u
- CN(C(=O)COC(=O)c1ccccc1NC(=O)c1ccco1)C1CCS(=O)(=O)C1 (configuration not stated)
→ x, u
- CCOc1ccc(CNCc2ccc(C(=O)O)cc2)cc1OC
→ 23, 8%
- O=c1[nH]c(C2CCN(S(=O)(=O)/C=C/c3ccccc3)CC2)nc2c1nnn2Cc1ccccc1
→ x, u
- Cc1ccccc1CS(=O)(=O)c1ccc(C(=O)N2CCOCC2)cc1[N+](=O)[O-]
→ x, i
- CCn1nnc(NC(=O)c2cccnc2)n1
→ x, u

(listing goes on)
The line under a structure holds: S3 lipid droplet cell count max, S3 lipid droplet
- COC(=O)c1ccc(NC(=O)CSCc2ccccc2C)cc1
→ x, u
- COC(=O)c1ccc(OCC(O)CN(CC(C)C)CC(C)C)cc1 (configuration not stated)
→ x, u
- O=C(CSc1ncn(-c2ccccc2)n1)Nc1ccc2c(c1)OCCO2
→ 15, 6%
- COc1ccc(OC)c2sc(N(CCN(C)C)C(=O)/C=C/c3cccs3)nc12
→ x, u
- O=C(NCC1CC1)Nc1cccc(Cl)c1
→ x, u
- Cc1csc(CN(C)C(=O)CC2C(=O)NCCN2Cc2ccc(F)c(F)c2)n1 (configuration not stated)
→ x, u
- COc1ccc(NC(=O)CN2CCN(CC(=O)Nc3ccccc3F)CC2)c(OC)c1
→ x, u
- C=CCNC(=O)CCCCC(=O)NCC=C
→ x, u
- CC(C)(C)N1CC(C(=O)Nc2ccc(S(N)(=O)=O)cc2)CC1=O (configuration not stated)
→ x, u
- CC(=O)N1c2ccc(S(=O)(=O)NCC3CCC(C(=O)NCc4ccco4)CC3)cc2CC1C (configuration not stated)
→ -15, i
- CCOC(=O)c1ccc(NC(=O)CC2S/C(=N/N=C3/NC(=O)CS3)NC2=O)cc1 (configuration not stated)
→ 21, 11%
- Cc1ccc(-c2n[nH]c(=S)n2/N=C/C=C/c2ccccc2[N+](=O)[O-])cc1
→ 17, i
- CCOC(=O)Cn1nc2sc3ccccc3n2c(=O)c1=O
→ 19, -4%
- CC(C)C(=O)Nc1ccc(-c2nnc(-c3ccccc3)o2)cc1
→ x, u
- CCc1nc2oc3ccc(C)cc3c(=O)c2cc1C(=O)OC
→ 10, 11%
- O=C(NCc1cccnc1)C(=O)c1c[nH]c2ccccc12
→ 5, -27%
- CCCNC(=O)c1ccc(COc2ccc(C)cc2)o1
→ 1, -29%
- COc1ccc(C2C(C(N)=O)=C(C)Nc3nc(CCCO)nn32)cc1OC (configuration not stated)
→ 8, 8%
- S=c1[nH]nc(-c2ccco2)n1/N=C/c1cccc(Cl)c1
→ 2, 2%
- Cc1cc(/C=N/NC(=O)CC2(C)OCCO2)c(C)n1-c1ccc(Cl)c(Cl)c1
→ -2, -1%
- CC(/C=C/c1ccco1)=N/NC(=O)c1ccccc1Cl
→ x, u
- Cc1ccc(C(=O)N2CCC(n3nccc3NC(=O)Nc3cccc(F)c3)CC2)cn1
→ x, u
- CC(C)CCN1CCN(C/C=C/c2ccco2)CC1CCO (configuration not stated)
→ -1, 7%
- O=C(Nc1cccc2ccccc12)NC1CCS(=O)(=O)C1 (configuration not stated)
→ x, u
- COC(=O)/C=C1\C(=O)N(c2nc3ccccc3s2)C(=S)N1c1ccc(F)cc1
→ 7, -8%
- COc1ccc(CCCNC(=O)C2CCC(=O)N(CC3CCCCC3)C2)cc1 (configuration not stated)
→ x, u
- C#CCOc1ccc(/C=C2/C(=O)ON=C2C)cc1Br
→ x, u
- O=c1[nH]c(N/N=C/c2ccc(O)cc2)nc2ccccc12
→ -24, -2%
- Cc1cccc(C)c1NC(=O)CN(C)C(=O)CCC(=O)c1ccccc1
→ x, u
- COc1ccc(N(C(=O)c2ccn[nH]2)C(C(=O)NC2CCCC2)c2ccc(F)cc2)cc1 (configuration not stated)
→ x, u
- CC(C)CCN1CCN(Cc2ccon2)CC1CCO (configuration not stated)
→ 9, 2%
- C=CCNC(=O)c1ccc2c(c1)N(CC)C(=O)c1ccccc1S2
→ -13, -1%
- CCOC(=O)C(C)/C(C)=N/NC(N)=S (configuration not stated)
→ x, u
- CC(=O)Nc1nc(-c2ccccc2)nc(-c2ccccc2OC(C)=O)n1
→ x, u
- O=C(Cn1[nH]c(=O)c2ccccc2c1=O)Nc1cccnc1
→ 7, -5%
- CN(C)c1ccc(C2N(c3ccc(F)cc3)C(=O)C3CCCN32)cc1 (configuration not stated)
→ x, u
- O=C(NCc1ccccc1CN1CCCC1)c1ccc(Cl)c(S(=O)(=O)N2CCCC2)c1
→ x, u
- Cc1cc(C)cc(NC(=O)CSc2ccc(-c3cccs3)nn2)c1
→ x, u
- Cc1ccc(C(C(=O)NC2CCCCC2)N2CCN(C(=O)c3ccco3)CC2)cc1 (configuration not stated)
→ 6, 2%
- Cc1ccccc1NC(=O)NC1(C(=O)NCC2CCCO2)CCCCC1 (configuration not stated)
→ x, u
- OCCNc1nc2ccccc2n1CC(O)c1ccccc1 (configuration not stated)
→ x, u
- O=S(=O)(Nc1nc(SCc2ccc(Cl)cc2)n[nH]1)c1ccc(F)cc1
→ -14, 3%
- CCOc1cccc2sc(N(CCN(CC)CC)C(=O)c3cccc([N+](=O)[O-])c3)nc12
→ 1, 6%
- NC(=Nc1ccccc1)Nc1ccccc1
→ x, 6%
- COc1cccc(CNCC(O)COc2ccc(C(=O)c3ccccc3)cc2)c1 (configuration not stated)
→ -29, 1%
- CN(C)c1nc2ccccc2n(C)c1=O
→ 19, 8%
- COCCN(C(=O)COC(=O)CCc1ccc(OC)cc1)c1c(N)n(Cc2ccccc2)c(=O)[nH]c1=O
→ x, u
- Cc1ccc(CC(SCc2ccccc2)C(=O)O)cc1C (configuration not stated)
→ x, u
- CC(C(=O)c1ccc(Br)cc1)[n+]1cccc(NC(=O)c2ccccc2)c1 (configuration not stated)
→ x, u
- Cc1ccccc1COc1ccc(-c2nnn(CC(=O)O)n2)cc1
→ 3, 29%
- COc1ccc(OCCCC(=O)Nc2ccc(OC)c(S(=O)(=O)N3CCOCC3)c2)cc1
→ x, u
- CC(=O)c1c(N=CN(C)C)nc(C)nc1-c1ccccc1
→ -3, -3%
- O=C(CCn1ccnc1)Nc1cc(Cl)ccc1O
→ x, u
- O=C(NCc1ccccc1)c1ccc(Br)o1
→ -11, -1%
- COc1ccc(/C=N/NC(=S)Nc2ccccc2)cc1COc1ccc(Br)cc1
→ x, u
- Cc1ccc2cc3cc(C(=O)N4CCCCCC4)oc3nc2c1
→ x, u
- COc1cc(COc2ccc3c(C)c(Cc4ccccc4)c(=O)oc3c2C)cc(OC)c1OC
→ -6, -13%
- CCCCNC(=O)O[C@@H]1C[C@H]2CCC(=O)N3CC[C@@H](C1)[C@@H]23
→ 10, -2%

Source: PubChem BioAssay (National Center for Advancing Translational Sciences (NCATS))

Some of the compounds tested. The share of hits here may be higher or lower than overall.
